SR-BI DiI inh = mouse SR-BI HDL lipid transfer inhibition; 0.96% of 320,000 active; ldlA[mSR-BI] CHO cells, DiI-HDL uptake fluorescence, 3 h; inhibition, % at 12.5 µM; Q61009;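 active means mean replicate inhibition of at least 70% and a set share of replicates each scoring 70 or more; inconclusive means meets just one of the two criteria; inactive means fails both criteria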;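 further: 0% = median of neutral control wells and 100% = median of positive control wells; values of inactives mirror those of a sister screen read the other way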
Target sequence (Q61009 whole entry, looked up): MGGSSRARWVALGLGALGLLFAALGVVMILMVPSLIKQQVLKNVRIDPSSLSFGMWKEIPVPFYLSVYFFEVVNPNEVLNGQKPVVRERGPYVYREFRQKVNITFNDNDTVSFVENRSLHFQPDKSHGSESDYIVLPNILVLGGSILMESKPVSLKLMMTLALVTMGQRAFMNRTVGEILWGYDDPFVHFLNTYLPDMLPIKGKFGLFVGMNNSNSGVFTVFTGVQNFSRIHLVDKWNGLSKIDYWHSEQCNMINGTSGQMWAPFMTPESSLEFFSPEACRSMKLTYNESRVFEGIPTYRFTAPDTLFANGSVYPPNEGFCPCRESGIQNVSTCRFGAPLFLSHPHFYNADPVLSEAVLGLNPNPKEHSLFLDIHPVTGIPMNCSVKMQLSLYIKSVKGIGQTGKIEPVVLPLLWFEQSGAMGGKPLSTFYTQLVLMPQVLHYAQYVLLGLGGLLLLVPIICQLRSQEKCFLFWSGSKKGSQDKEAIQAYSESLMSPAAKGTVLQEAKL
SUMO Mot1 rescue = SUMOylation pathway inhibition by Mot1-301 growth rescue | AID 2716 | S. cerevisiae Mot1-301 growth rescue, ATP luminescence, 38.5C; percent above DMSO median, 100 means doubled | 1% of 320,000 active | growth rescue, % at 18.8 µM;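 active means every valid replicate shows activation above 250% relative to neutral control wells; inactive means the rest, any valid replicate at or below 250%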;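 further: OY570 slx delta 5 strain wells were the positive control but not used for scaling; some compounds called inactive have numbers as strong as hits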
MITF act = activators of MITF-driven TRPM1 promoter activity in SK-MEL-5 cells | SK-MEL-5 TRPM1-promoter luciferase, 24 h; % of positive control, neutral wells = 0 | activation, % at 12.5 µM | AID 588334 | 0.75% of 300,000 active;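 active means mean activation of at least 80% with every replicate also reaching 80%; inconclusive means mean reaches 80% but some replicate falls short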;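 further: 0% = neutral control wells and 100% = parthenolide positive control wells; values of inactives mirror those of a sister screen read the other way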
dFosB activator = mouse delta FosB homodimer activation; activation, % at 25 µM; 0.99% of 340,000 active; P13346; purified delta FosB, TAMRA-CDK5 oligo fluorescence polarization; percent of positive-control signal above neutral wells;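 active means mean activation above about 17%, with every replicate also reaching it, limit read from the data, passing the limit was not always enough; inconclusive means only one of the two conditions met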;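 further: fluorescence polarization rise as delta FosB binds a TAMRA Cdk5 AP-1 oligo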
Target sequence (P13346 whole entry, looked up): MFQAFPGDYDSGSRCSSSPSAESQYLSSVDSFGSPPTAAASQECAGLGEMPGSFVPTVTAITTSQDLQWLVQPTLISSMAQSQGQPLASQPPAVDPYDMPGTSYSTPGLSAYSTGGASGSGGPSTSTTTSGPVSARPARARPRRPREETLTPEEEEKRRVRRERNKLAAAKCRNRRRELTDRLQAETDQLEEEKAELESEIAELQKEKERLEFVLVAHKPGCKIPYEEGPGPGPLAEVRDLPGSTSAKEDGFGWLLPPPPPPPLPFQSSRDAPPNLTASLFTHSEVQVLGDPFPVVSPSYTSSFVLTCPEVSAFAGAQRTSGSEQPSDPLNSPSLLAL
SR-BI DiI-HDL act = activators of SR-BI mediated HDL lipid uptake | activation, % at 12.5 µM | 0.096% of 320,000 active | CHO ldlA[mSR-BI] cells, DiI-HDL uptake fluorescence, 3 h; 100 = double the neutral-control signal;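 active means mean replicate activation of at least 60% and every replicate at or above 60%; inconclusive means mean or all-replicate condition met, but not both; inactive means mean below 60% and not all replicates reaching 60%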;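 further: 0% = median plate neutral-control signal and 100% = twice that signal; values of inactives mirror those of a sister screen read the other way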
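Material: SR-BI-overexpressing, LDLR-lacking CHO cells | Dosing: Single compound concentration, delivered by pin transfer | Probe or stimulus: Labelled HDL, 10 µg/mL | Signal: Bottom-read cell fluorescence after medium removal, ex 550/em 595 nm | Schedule: 3 h, 37 °C | Evaluation: HDL uptake via cellular fluorescence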
NSD2 inh = NSD2 (human) methyltransferase inhibition; O96028; 0.54% of 310,000 active; inhibition, % at 12.5 µM; NSD2 peptide methylation, AlphaScreen, 120 min; in the data active means inhibition above about 50%
PKA-R1A act = activates the PKA-R1A holoenzyme complex | AID 504707 | PKA-R1A dissociation, Cy5-IP20 fluorescence polarization; scaled: DMSO 0%, 113 µM cGMP 100% | 0.083% of 340,000 active | activation, % at 11.4 µM | P00514+P68181;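 active means percent activation above the mean of all tested compounds plus 3 SD, cut at about 19% in these data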;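 further: higher means more PKAc released from R1A so a rise in polarization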
Pemphigus Ab inh = blocks pemphigus antibody binding to human desmoglein-3 | P32926 | DSG3-coupled beads, scFv-anti-DSG3-GFP binding, flow cytometry; hits give low values | binding (percent of control), % at 10 µM | 0.48% of 310,000 active | AID 588358;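 active means binding more than 3 SD below its plate's average and above zero; inconclusive means below that plate limit but binding exactly zero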;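 further: hits lower antibody fragment binding to DSG3; some compounds called inactive have numbers as strong as hits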
PKA-R2B activ = PKA-R2B complex activation. PKA-R2B holoenzyme dissociation, Cy5-IP20 fluorescence polarization; R2B truncated from residue 108, S112A mutant; 0% DMSO only, 100% 113 µM cGMP. activation, % at 11.4 µM. 0.079% of 340,000 active. AID 504700;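 active means activation above a cutoff set at the mean over all compounds plus 3 SD, cut at about 18% in these data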;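 further: higher means more holoenzyme dissociation and a rise in polarization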
Arr AP2 block = inhibitors of human beta-arrestin and AP2 interaction; inhibition, % at 10 µM; 0.31% of 340,000 active; AID 504490; FITC-arrestin peptide / GST-AP2 beads, flow cytometry; AP2 beta2 appendage carries R879A mutation;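 active means inhibition above a set limit, near 3 SD of compounds lacking own fluorescence, cut at about 54% in these data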;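 further: plate controls were DMSO wells for no effect and 5 µM unlabelled arrestin peptide for full effect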
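Assay system: GST-AP2 R879A bound to glutathione beads, E. coli-expressed; Medium: PBS with 0.05% Tween 20 and 0.1% BSA; Also added: fluorescein-tagged arrestin peptide at 50 nM final; Timing: 12 min plus 1 h, RT; Measured by: flow cytometry, FL1 (488/535 nm); Evaluation: percent drop in bead-associated FITC signal.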
CDK5 p35 inh = blocks human CDK5/p35 kinase activity; Recombinant CDK5/p35, ADP-Glo luminescence, 60 min; inhibition, % at 10 µM; 0.01% of 330,000 active;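 active means highest replicate inhibition of at least 50% and at least 75% of replicates reaching 50%; inconclusive means only one of the two criteria met; inactive means both criteria failed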;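 further: plate controls were DMSO neutral control for no effect and GW8510 at 10 µM for full effect; many of its hits are not listed in these tables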
* hit, by the source's call; & = joins results of further samples. Compounds were not picked by outcome; about 4.7% have a hit in one of these screens.

For COc1cccc(NC(=O)Cn2cc3c(n2)CCCCC3)c1 the results were SR-BI DiI inh -14.0, SUMO Mot1 rescue -3.1, MITF act -9.3, dFosB activator -2.8, SR-BI DiI-HDL act 14.0, PKA-R1A act 2.4, Pemphigus Ab inh 109.5, PKA-R2B activ -3.9, Arr AP2 block -2.5 and CDK5 p35 inh 1.6.
`COc1ccccc1N1CCN(c2ncnc3sc(C(=O)NCC4CCCO4)c(C)c23)CC1` (configuration not stated) gave SR-BI DiI inh 27.2, SUMO Mot1 rescue -5.3, MITF act -4.7, dFosB activator -4.0, SR-BI DiI-HDL act -27.2, NSD2 inh 4.6, PKA-R1A act 8.2, Pemphigus Ab inh 100.2, PKA-R2B activ 9.1, Arr AP2 block 16.0 and CDK5 p35 inh -1.2.
`Cc1nn(C(C)C(=O)NC2CCCCC2)c(=O)c2nn(-c3ccccc3)c(C)c12` (configuration not stated) gave SR-BI DiI inh 9.7, SUMO Mot1 rescue -20.1, MITF act 9.3, dFosB activator -10.1, SR-BI DiI-HDL act -9.7, NSD2 inh -1.7, PKA-R1A act -7.3, PKA-R2B activ 1.9, Arr AP2 block -9.5 and CDK5 p35 inh 1.9.
CCc1nn2c(NCCCO)cc(C)nc2c1-c1ccc(F)cc1 was read as SR-BI DiI inh -0.4, SUMO Mot1 rescue -1.3, MITF act 8.4, dFosB activator -6.3, SR-BI DiI-HDL act 0.4, NSD2 inh -0.5, PKA-R1A act -0.8, Pemphigus Ab inh 92.8, PKA-R2B activ -12.1, Arr AP2 block -12.7 and CDK5 p35 inh 1.7.
COCON1C(=O)CN(C(C)=O)C1c1ccc(Cl)cc1Cl (configuration not stated) was read as SR-BI DiI inh -28.1, SUMO Mot1 rescue 6.2, MITF act -0.2, dFosB activator 0.2, SR-BI DiI-HDL act 28.1, NSD2 inh -0.1, PKA-R1A act -6.9, Pemphigus Ab inh 99.5, PKA-R2B activ 6.6, Arr AP2 block 21.8 and CDK5 p35 inh 0.0.
Screening CN(N=O)c1ccc(CC2CCc3ccccc32)cc1 (configuration not stated) returned SR-BI DiI inh 17.8, MITF act inconclusive, dFosB activator 5.4, SR-BI DiI-HDL act -17.8, NSD2 inh -0.9, PKA-R1A act 11.6, Pemphigus Ab inh 102.0, PKA-R2B activ 0.7, Arr AP2 block -1.1 and CDK5 p35 inh 0.7.
CC(C)(C)c1cc(-c2n[nH]c(=S)n2-c2ccccc2F)n[nH]1 was read as SR-BI DiI inh -17.8, SUMO Mot1 rescue 19.2, dFosB activator -5.0, SR-BI DiI-HDL act 17.8, NSD2 inh 0.0, PKA-R1A act -15.1, Pemphigus Ab inh 109.9, PKA-R2B activ -1.0, Arr AP2 block -6.7 and CDK5 p35 inh 5.0.
For Cc1ccc(N/C(CSC(N)=O)=N/S(=O)(=O)c2ccccc2)cc1 the results were SR-BI DiI inh 1.1, SUMO Mot1 rescue 11.4, MITF act 1.9, dFosB activator 1.1, SR-BI DiI-HDL act -1.1, NSD2 inh -2.4, PKA-R1A act 8.2, PKA-R2B activ 2.2, Arr AP2 block 27.0 and CDK5 p35 inh 1.1.
For CCn1c(CCC(N)=O)nnc1SCC(=O)Nc1cccc(S(=O)(=O)N2CCCC2)c1 the results were SR-BI DiI inh -1.3, SUMO Mot1 rescue -0.3, MITF act 2.5, dFosB activator -2.3, SR-BI DiI-HDL act 1.3, NSD2 inh -3.1, PKA-R1A act -1.2, PKA-R2B activ -1.4, Arr AP2 block 3.9 and CDK5 p35 inh -0.6.
For CC(C)(C)c1csc(NC(=O)CSc2nc3ccccc3c(=O)[nH]2)n1 the results were SR-BI DiI inh -14.2, SUMO Mot1 rescue -8.4, MITF act -7.5, dFosB activator -4.1, SR-BI DiI-HDL act 14.2, NSD2 inh 6.4, PKA-R1A act -6.1, Pemphigus Ab inh 97.7, PKA-R2B activ 0.3, Arr AP2 block 3.0 and CDK5 p35 inh -1.2.
Screening C#CCN(C(=O)c1ccc(OC2CCN(C(=O)CCOC)CC2)cc1)C1CCCCC1 returned SR-BI DiI inh 17.9, SUMO Mot1 rescue 11.2, MITF act -9.5, dFosB activator 2.3, SR-BI DiI-HDL act -17.9, NSD2 inh 1.0, PKA-R1A act 3.0, Pemphigus Ab inh 109.0, PKA-R2B activ 6.8, Arr AP2 block 38.4 and CDK5 p35 inh -1.2.
`Cn1c(CN2CCC(C(N)=O)CC2)c(C#N)c2ccccc21` gave SR-BI DiI inh 9.2, SUMO Mot1 rescue 12.5, MITF act -2.1, dFosB activator 0.2, SR-BI DiI-HDL act -9.2, NSD2 inh -4.5, PKA-R1A act 6.4, Pemphigus Ab inh 103.8, PKA-R2B activ 4.8, Arr AP2 block 27.0 and CDK5 p35 inh -0.5.
For COc1cc([N+](=O)[O-])ccc1NC(=O)CN1CCc2cc(OC)c(OC)cc2C1 the results were SR-BI DiI inh 34.5, SUMO Mot1 rescue -7.7, MITF act -3.9, dFosB activator -1.5, SR-BI DiI-HDL act -34.5, NSD2 inh 2.1, PKA-R1A act -7.1, Pemphigus Ab inh 95.1, PKA-R2B activ 9.0, Arr AP2 block 5.8 and CDK5 p35 inh -1.8.
Screening Cn1c(SCC(=O)NC2CCCc3ccccc32)nnc1C1CC1 (configuration not stated) returned SR-BI DiI inh 11.5, MITF act 2.6, dFosB activator 7.1, SR-BI DiI-HDL act -11.5, NSD2 inh -0.2, PKA-R1A act -2.4, Pemphigus Ab inh 109.6, PKA-R2B activ -5.3, Arr AP2 block 10.9 and CDK5 p35 inh 1.1.
For O=C(Nc1ccc(Cl)c(Cl)c1)c1ccccc1NC(=O)C1CC=CCC1C(=O)O (configuration not stated) the results were SR-BI DiI inh -19.0, SUMO Mot1 rescue 5.8, MITF act 11.7, dFosB activator -5.6, SR-BI DiI-HDL act 19.0, NSD2 inh -0.2, PKA-R1A act 5.6, Pemphigus Ab inh 120.8, PKA-R2B activ -3.1, Arr AP2 block -12.4 and CDK5 p35 inh 0.6.
Cc1cccn2c(=O)c(/C=C(\C#N)C(N)=O)c(Oc3ccccc3)nc12 was read as SR-BI DiI inh -11.6, SUMO Mot1 rescue -2.8, dFosB activator -0.6, SR-BI DiI-HDL act 11.6, PKA-R1A act -0.6, Pemphigus Ab inh 104.0, PKA-R2B activ 1.9, Arr AP2 block 10.8 and CDK5 p35 inh -0.8.
Screening COc1ccccc1CNC(=O)c1cc(-c2ccncc2)nc2c(Cl)cccc12 returned SR-BI DiI inh 34.2, SUMO Mot1 rescue -13.0, MITF act -13.5, dFosB activator -9.3, SR-BI DiI-HDL act -34.2, NSD2 inh 1.0, PKA-R1A act 4.9, Pemphigus Ab inh 98.4, PKA-R2B activ -4.4, Arr AP2 block -6.2 and CDK5 p35 inh 3.0.
For CN(C)c1ccc(C(=S)N2CCNCC2)cc1 the results were SR-BI DiI inh -14.2, SUMO Mot1 rescue -5.5, MITF act 3.9, dFosB activator 2.4, SR-BI DiI-HDL act 14.2, NSD2 inh 1.1, PKA-R1A act -2.7, Pemphigus Ab inh 121.2, PKA-R2B activ -13.0, Arr AP2 block -18.0 and CDK5 p35 inh 0.6.
COc1ccc(NC(=O)NS(=O)(=O)c2ccc(C)cc2)c(OC)c1 was read as SR-BI DiI inh 4.5, SUMO Mot1 rescue -1.5, MITF act 8.1, dFosB activator 0.8, SR-BI DiI-HDL act -4.5, PKA-R1A act -6.8, Pemphigus Ab inh 97.5, PKA-R2B activ -12.2, Arr AP2 block 18.6 and CDK5 p35 inh -0.2.
N=C(SC1CC(=O)N(c2ccc(F)cc2)C1=O)N1N=C(c2ccccc2)CC1c1ccccc1 (configuration not stated) was read as SR-BI DiI inh 33.9, MITF act -12.0, dFosB activator -8.9, SR-BI DiI-HDL act -33.9, NSD2 inh -1.1, PKA-R1A act -9.4, Pemphigus Ab inh 87.5, PKA-R2B activ -12.6, Arr AP2 block 22.0 and CDK5 p35 inh 2.1.
`Cc1ccc(N2CCN(S(=O)(=O)N3CCCCC3)CC2)cc1Cl` gave SR-BI DiI inh -1.8, MITF act -12.5, dFosB activator -0.2, SR-BI DiI-HDL act 1.8, NSD2 inh -3.1, PKA-R1A act -3.9, Pemphigus Ab inh 98.5, PKA-R2B activ 4.0, Arr AP2 block 14.8 and CDK5 p35 inh 1.7.
`COCCN1CCN(Cc2nc(C3(c4ccc(C)cc4)CCCC3)no2)CC1` gave SR-BI DiI inh -30.0, SUMO Mot1 rescue 4.3, MITF act 8.5, dFosB activator 2.3, SR-BI DiI-HDL act 30.0, NSD2 inh -2.0, PKA-R1A act -1.4, Pemphigus Ab inh 102.5, PKA-R2B activ 5.1, Arr AP2 block -5.3 and CDK5 p35 inh -1.5.
Oc1c(C=C2N=c3ccccc3=N2)sc(=S)n1C1CCCCC1 was read as SR-BI DiI inh -15.8&-32.8, SUMO Mot1 rescue 4.4&-13.3, MITF act 3.4&1.1, dFosB activator 2.8&3.5, SR-BI DiI-HDL act 15.8&32.8, NSD2 inh -0.2&7.3, PKA-R1A act -22.6&-11.8, Pemphigus Ab inh 89.2&88.7, PKA-R2B activ 7.4&-3.5, Arr AP2 block 25.7&-4.8 and CDK5 p35 inh 0.2&-0.4.
`CS(=O)(=O)N1CCN(C(=O)C(Sc2ccccc2)c2ccccc2)CC1` (configuration not stated) gave SR-BI DiI inh 19.6, SUMO Mot1 rescue -9.4, MITF act -4.7, dFosB activator 2.9, SR-BI DiI-HDL act -19.6, NSD2 inh -1.8, PKA-R1A act -2.2, Pemphigus Ab inh 100.4, PKA-R2B activ 4.2, Arr AP2 block 7.1 and CDK5 p35 inh -1.9.
For Cc1nc(-c2ccc(NS(=O)(=O)c3ccccc3)cc2)cs1 the results were SR-BI DiI inh 2.9, SUMO Mot1 rescue 3.8, MITF act -3.4, dFosB activator -5.3, SR-BI DiI-HDL act -2.9, NSD2 inh 1.0, PKA-R1A act -18.0, Pemphigus Ab inh 96.7, PKA-R2B activ -4.0, Arr AP2 block 3.6 and CDK5 p35 inh 3.8.
